# KDM5B inh – blocks human KDM5B histone demethylase activity | Q9UGL1 | KDM5B demethylase, FDH-coupled NADH fluorescence (FDH is formaldehyde dehydrogenase) | Potency, µM (titrated, usually from 57.7 µM), without a hit: top-dose activity change, negative = inhibition, hits mostly inhibitors | 2.6% of 220,000 active | AID 1347165; active means well fitted inhibition curve with a large enough effect; inconclusive means small, poorly fitted or top-dose-only effect; inactive means no such curve, though single readings can be large or run the other way; further: 0% is about no effect; nearly all actives have a fitted effect of over 70% in size
# Target sequence (Q9UGL1 whole entry, looked up): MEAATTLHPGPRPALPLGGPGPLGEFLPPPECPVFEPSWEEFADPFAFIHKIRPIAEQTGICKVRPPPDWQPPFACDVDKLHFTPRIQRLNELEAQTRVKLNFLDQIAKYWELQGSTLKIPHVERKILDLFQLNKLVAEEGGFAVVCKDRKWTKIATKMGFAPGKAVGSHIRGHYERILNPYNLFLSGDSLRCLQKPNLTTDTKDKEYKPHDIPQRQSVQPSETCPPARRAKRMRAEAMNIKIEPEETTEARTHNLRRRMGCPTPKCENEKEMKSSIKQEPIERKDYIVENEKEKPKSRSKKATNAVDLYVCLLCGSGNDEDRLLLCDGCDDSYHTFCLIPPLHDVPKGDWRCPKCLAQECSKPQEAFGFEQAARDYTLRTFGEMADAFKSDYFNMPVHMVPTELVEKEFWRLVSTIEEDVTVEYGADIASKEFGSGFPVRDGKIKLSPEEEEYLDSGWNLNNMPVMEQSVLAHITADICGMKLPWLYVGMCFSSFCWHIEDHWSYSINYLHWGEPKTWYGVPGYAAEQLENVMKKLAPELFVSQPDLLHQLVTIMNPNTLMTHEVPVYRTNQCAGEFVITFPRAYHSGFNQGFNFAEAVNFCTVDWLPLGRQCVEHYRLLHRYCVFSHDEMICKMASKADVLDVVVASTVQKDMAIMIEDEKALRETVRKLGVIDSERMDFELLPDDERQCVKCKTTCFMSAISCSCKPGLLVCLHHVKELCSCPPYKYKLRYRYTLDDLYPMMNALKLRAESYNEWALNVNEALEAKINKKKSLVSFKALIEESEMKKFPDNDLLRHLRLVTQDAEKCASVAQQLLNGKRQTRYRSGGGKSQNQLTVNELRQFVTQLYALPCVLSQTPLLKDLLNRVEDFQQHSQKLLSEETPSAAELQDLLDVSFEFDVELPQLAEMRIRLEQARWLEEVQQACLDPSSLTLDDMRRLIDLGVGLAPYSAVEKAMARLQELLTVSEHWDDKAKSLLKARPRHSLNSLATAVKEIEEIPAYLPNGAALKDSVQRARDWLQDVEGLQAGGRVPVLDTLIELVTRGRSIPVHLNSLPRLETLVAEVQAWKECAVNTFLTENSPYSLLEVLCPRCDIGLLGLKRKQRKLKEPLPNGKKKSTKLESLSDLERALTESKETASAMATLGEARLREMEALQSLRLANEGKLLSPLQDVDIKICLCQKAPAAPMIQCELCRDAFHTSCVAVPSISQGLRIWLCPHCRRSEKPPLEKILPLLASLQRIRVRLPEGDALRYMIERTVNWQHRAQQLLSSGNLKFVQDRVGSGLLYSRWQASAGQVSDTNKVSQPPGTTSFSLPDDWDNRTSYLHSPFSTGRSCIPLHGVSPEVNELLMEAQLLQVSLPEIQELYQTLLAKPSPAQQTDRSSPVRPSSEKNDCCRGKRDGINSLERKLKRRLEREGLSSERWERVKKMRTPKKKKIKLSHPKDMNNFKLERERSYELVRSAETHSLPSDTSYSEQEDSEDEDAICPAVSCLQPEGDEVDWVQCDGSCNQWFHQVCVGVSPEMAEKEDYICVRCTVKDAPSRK
#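 Coupled FDH/NAD⁺ fluorescence readout. KDM5BΔAP 200 nM final; compound titration, 10 min RT preincubation; substrate mix 12.5 µM H3K4me3, 25 µM 2-OG, 50 µM Fe(II), 100 µM ascorbate, 0.25 mM NAD⁺, 0.25 U/mL FDH; ΔRFU over 30 min.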
# * = called active by the depositor; ? = inconclusive; & = joins results of further samples; [ ] = another dose, or the depositor's remark. Potency means the concentration at half of the fitted maximal effect.
SMILES,KDM5B inh
COCCCNC(=O)c1ccc(Cn2c(=O)c3ccccc3n(Cc3ccc(C)cc3)c2=O)cc1,-9%
Cc1ccc(S(=O)(=O)N2CCC(Oc3cccc(C(F)(F)F)c3)CC2)cc1,-1%
COc1cc(C(=O)N2CCC3(CC2)CC(=O)N(C)C3)ccn1,-14%
Cn1nc(C(=O)Nc2ccnn2Cc2ccccc2Cl)c2ccccc2c1=O,-7%
CC(C)CC(NC(=O)OCC1c2ccccc2-c2ccccc21)C(=O)O (centres undefined),16%
CCCCn1c(=O)[nH]c(=O)c2c1nc(CSc1nnnn1-c1ccc(C)cc1)n2CCC,-8%
O=C(/C=C/c1ccccc1)c1ccc2ccccc2c1O,-30%
O=C(CSc1n[nH]c(-c2ccco2)n1)Nc1ccccc1Cl,20%
COc1ccc(-c2cc(C(F)(F)F)nc(SCC(=O)NC(C)(C)C)n2)cc1,?
O=C(c1ccc(Cl)c(S(=O)(=O)NC2CC2)c1)N1CCN(c2ccccc2O)CC1,-7%
O=C(c1ccc(Cl)c([N+](=O)[O-])c1)N(Cc1ccc(F)cc1)C1CCS(=O)(=O)C1 (centres undefined),-6%
COc1ccc(-c2nc3sc(CCNS(=O)(=O)c4ccc(F)c(C)c4)c(C)n3n2)cc1,-12%
COc1cccc(Nc2cnc3ccc(N4CCOCC4)nn23)c1,-17%[86.2 µM]
Cn1ccc(C(=O)NC(=S)N2CCSCC2)n1,?
COc1cccc(C(=O)NCC2CCCN(Cc3cnc(C)s3)C2)c1OC (centres undefined),-38%
COC(=O)c1c(N)c(-c2nc3ccccc3s2)nn1-c1ccccc1,-27%
Cc1ccccc1C1CCCN(C(=O)c2cnc(-c3cccnc3)nc2)C1 (centres undefined),-14%
CCc1nnc(CN(CC)C(=O)COc2ccc(Cl)cc2Cl)o1,2%
Cc1ccc2nc(-c3ccccn3)c(Nc3ccccc3C)n2c1,?
CCOC(=O)c1c(NC(=O)C(C)C)sc(Cc2ccc3c(c2)OCO3)c1C,?
CC(C)CN(CC1CN(C(=O)c2ccc(Cl)c(Cl)c2)CCO1)C(=O)c1ccc(F)cc1 (centres undefined),9%
Cc1cc(=O)oc2cc(OCc3cccc4ccccc34)ccc12,?
CC(CNC(=O)c1[nH]c2ccccc2c1Cl)c1ccccc1 (centres undefined),-4%
CN(C)c1cc(N2CCCC(NC(=O)c3ccccn3)C2)ncn1 (centres undefined),17%
COc1ccc(-c2cc(=O)n(-c3ccc(OC)cc3)[nH]2)cc1,?
Cc1ccc(-n2nc(-c3c(C)nc4scc(CC(=O)NCc5ccco5)n4c3=O)cc2C)cc1,?
Cc1ccccc1CNC(=O)c1ccco1,3%
O=[N+]([O-])c1ccccc1CN1C[C@H](O)C[C@H]1c1nc(-c2ccncc2)no1,?
Cc1ccc(CCNC(=O)c2ccc3c(=O)n(-c4ccc(C)cc4)c(=O)[nH]c3c2)cc1,6%
Cc1ccc(CN2CC[C@H](CO)[C@H](NC(=O)c3cccnc3)C2)s1,-1%
COc1ccc(OC(=O)c2nc(SCc3ccccc3F)ncc2Cl)cc1,?
O=C(CN1CCCCCC1)Nc1nc(-c2ccccc2)cs1,-14%
Cc1ccc(C)c(NC(=O)CN2C(=O)CCc3cc(S(=O)(=O)N4CCCCC4)ccc32)c1,-5%
O=C(CCc1ccnc(N2CCCC2)c1)NCc1ccc(F)c(Cl)c1,?
O=C(c1cccnc1)N1CCC2(C1)C(=NC1CCCC1)NC(=O)N2c1cccnc1 (centres undefined),9%
COc1ccc(C(=O)C2CCCN(Cc3cnc(N4CCOCC4)s3)C2)cc1F (centres undefined),15%
COc1cc(/C=N/N=C(\N)c2nonc2N)cc(OC)c1O,-10%
C[C@H]1[C@@H]2[C@@H](O)C([C@H](C)C(=O)NC3CC3)CC[C@@]2(C)CC[C@@H]1NC(=O)C1CCCCC1 (some centres undefined),-19%[86.2 µM]
COc1ccc2c(C)c(CC(=O)NCc3ccco3)c(=O)oc2c1OC,?
O=C(Nc1nnc(N2CCCCCC2)s1)Nc1ccccc1C(F)(F)F,-6%

# Reformatted: entries from further up
compound	KDM5B inh
Cc1cc(=O)oc2cc(OCc3cccc4ccccc34)ccc12	?
CC(CNC(=O)c1[nH]c2ccccc2c1Cl)c1ccccc1 (centres undefined)	-4%
CN(C)c1cc(N2CCCC(NC(=O)c3ccccn3)C2)ncn1 (centres undefined)	17%
COc1ccc(-c2cc(=O)n(-c3ccc(OC)cc3)[nH]2)cc1	?
Cc1ccc(-n2nc(-c3c(C)nc4scc(CC(=O)NCc5ccco5)n4c3=O)cc2C)cc1	?
Cc1ccccc1CNC(=O)c1ccco1	3%
O=[N+]([O-])c1ccccc1CN1C[C@H](O)C[C@H]1c1nc(-c2ccncc2)no1	?
Cc1ccc(CCNC(=O)c2ccc3c(=O)n(-c4ccc(C)cc4)c(=O)[nH]c3c2)cc1	6%
Cc1ccc(CN2CC[C@H](CO)[C@H](NC(=O)c3cccnc3)C2)s1	-1%
COc1ccc(OC(=O)c2nc(SCc3ccccc3F)ncc2Cl)cc1	?
O=C(CN1CCCCCC1)Nc1nc(-c2ccccc2)cs1	-14%
Cc1ccc(C)c(NC(=O)CN2C(=O)CCc3cc(S(=O)(=O)N4CCCCC4)ccc32)c1	-5%
O=C(CCc1ccnc(N2CCCC2)c1)NCc1ccc(F)c(Cl)c1	?
O=C(c1cccnc1)N1CCC2(C1)C(=NC1CCCC1)NC(=O)N2c1cccnc1 (centres undefined)	9%
COc1ccc(C(=O)C2CCCN(Cc3cnc(N4CCOCC4)s3)C2)cc1F (centres undefined)	15%
COc1cc(/C=N/N=C(\N)c2nonc2N)cc(OC)c1O	-10%
C[C@H]1[C@@H]2[C@@H](O)C([C@H](C)C(=O)NC3CC3)CC[C@@]2(C)CC[C@@H]1NC(=O)C1CCCCC1 (some centres undefined)	-19%[86.2 µM]

# Going on with the list:
SMILES,KDM5B inh
CCCCNC(=O)CC(c1cccc(OC)c1OC)c1c[nH]c2ccccc12 (centres undefined),?
O=C(O)[C@@H]1CN(C(=O)NC2CCCC2)C[C@H]1c1ccccn1,-13%
COc1ccc2[nH]cc(CCNC(=O)C(C)(C)C)c2c1,1%
O=C1Nc2ccc(-c3ccc4c(c3)OCO4)cc2C(=O)N2CCN(C(=O)c3cccs3)C[C@H]12,?
Cc1ccc(NC(=O)c2csc3c2CCCC3)c(C)c1,11%
CC1Oc2ccc(NC(=O)Cc3ccc(F)cc3)cc2CN(Cc2ccccc2F)C1=O (centres undefined),3%
CC(C)c1ccc(NC(=O)CSC2=Nc3ccccc3C3=NC(CC(=O)NCCc4ccccc4)C(=O)N23)cc1 (centres undefined),?
CC1=C[C@@H](CN2CCN(c3ccccn3)CC2)[C@H](C(C)C)C[C@H]1Cc1nnc(-c2ccccc2)o1,28µM*
Cc1nc(CC(=O)Nc2ccc(N(C)C)cc2)cs1,4%
C1=C(c2cc(-c3ccncc3)cn3cncc23)CCOC1,?
CCc1cccc(C)c1NC(=O)Cn1ncc2c3ccccc3n(Cc3ccccc3)c2c1=O,-13%
CC(=O)c1cc(-c2ccccc2)n(CC(=O)Nc2ccc(C)c(C)c2)c1C,21%&-6%
N#CCCN(C(=O)CSc1nnnn1-c1cccc(Cl)c1)c1ccc(F)cc1,?
CC(C)c1nc2c(NC(=O)Nc3cccc(Cl)c3)cccn2n1,-11%
COC(=O)c1ccc(C(=O)NCC2CCCCC2)cc1,-2%
Nc1c(-c2ccccc2)nnn1Cc1ccccc1,-9%
Cc1cccc(S(=O)(=O)N2CCN(c3ccc(N4CCOCC4)nn3)CC2)c1,-30%
O=C(NC1CCOCC1)c1cccc(S(=O)(=O)N2CCC[C@H]2CO)c1,31%[activator]
CCC1c2ccsc2CCN1C(=O)CNC(=O)c1ccccc1 (centres undefined),16%
CCOC(=O)CN(CC)Cc1ccco1,-16%
COc1ccc(C)cc1NC(=O)c1ccc(Br)o1,-3%
COc1ccccc1CC(=O)N1CCN(c2nc(-c3ccc(Cl)cc3)no2)CC1,6%
COc1ccc(N2CCOC3CCN(Cc4ccccn4)CC3C2=O)cc1 (centres undefined),?
CC(OC(=O)c1cc(=O)c2cc(Cl)ccc2o1)C(=O)N(C)c1ccccc1 (centres undefined),12%
Cc1ccccc1OCC(=O)NCC(c1ccc(Cl)cc1)N1CCCCC1 (centres undefined),2%
COc1ccccc1C(=O)N1CCC2(CC1)COc1ccccc1NC2=O,7%
O=C(O)c1nn(CCOc2ccccc2)c(=O)c2ccccc12,-7%
CCCCn1cc(S(=O)(=O)c2ccc(CC)cc2)c(=O)c2cc(OCC)ccc21,?
CC(=O)N1CCN(C(=O)c2ncoc2C2CC2)CC(O)C1 (centres undefined),-5%
Cc1ccc(/C=C(\C#N)C(=O)Nc2cc(C)ccc2C)cc1,?
Cc1cc(=O)[nH]c(CCNc2nc(-c3ccncc3)nc3c2c(C)nn3C)n1,20µM*
NCCn1cc(C(=O)N2CCC(N3CCCC(C(=O)N4CCCC4)C3)CC2)nn1 (centres undefined),14%
CC(C)(C)c1cc(NC(=O)COC(=O)c2nccnc2N)n(-c2ccccc2)n1,?
O=C(CCNc1c(-c2ccc(F)cc2)nc2cnccn12)Nc1ccc2c(c1)OCO2,25µM*
CC(C)(C)OC(=O)N1CCC(c2c(C(=O)NCc3ccc(F)cc3)cnn2-c2ccc(F)cc2)CC1,-3%
c1ccc(C2=NOC3(CCN(CC4CC4)CC3)C2)cc1,18%[149 µM]
C=CCC(CC(O)COCCC)C(=O)NNC(=S)Nc1ccccc1 (centres undefined),21%
COc1ccc(-n2nc(C)c([C@@H]3C=C[C@@H](NC(=S)NCC(C)C)C3)c2C)cc1,-29%[86.2 µM]
CC(C)c1ccc(C2=CC(c3cccc(Cl)c3)n3c(nc4ccccc43)N2)cc1 (centres undefined),?
CCc1noc(-c2cccn3c(CNC(=O)Cc4ccccc4Cl)nnc23)n1,20µM*
O=C(NCc1nc(-c2cccc(F)c2)c(-c2ccccn2)[nH]1)N1CCCC1,22µM*
CN(CC1CCOC1)S(=O)(=O)c1ccc(Br)cc1 (centres undefined),-9%
C#CCN1CCC(C(=O)NCC(c2ccccc2)c2ccccc2)CC1,19%
O=C(CCc1nc(-c2ccccc2)no1)NCC1CCCO1 (centres undefined),8%
O=C(CC1=CCCCC1)N1CC(c2noc(C3CCCN3CC3CC3)n2)C1 (centres undefined),-23%
COc1cccc2cc(C(=O)N(Cc3ccccc3)Cc3ccccc3)c(=O)oc12,-5%
Cc1ccc(NC(=O)N2CCC3(CC2)SCC(=O)N3Cc2ccccc2)cc1,9%
O=C1N[C@@H]2CCN(C(=O)c3ccc(-c4ccccc4)cc3)[C@@H]2C(=O)N1Cc1ccccc1,10%[86.2 µM]
CC(=O)N1CCc2nc3sc(C(=O)Nc4ccc(Cl)cc4)c(N)c3c(C(F)(F)F)c2C1,4%
CCn1nccc1C(=O)N1CC(c2nc(CCOc3cccc(C)c3)no2)C1,-19%
Cn1cc(CCC(=O)Nc2ccc3c(c2)C(=O)N2CCC[C@H]2C(=O)N3)c2ccccc21,-15%
COc1ccc(CC(=O)NCc2cc(C)cc3c(C)c(C)[nH]c23)c(OC)c1,?
CCOc1cc2c(cn1)NCCN(Cc1ccc3[nH]ccc3c1)C2,28µM*
COc1ccc(C2Cn3cnc(-c4nc(-c5ccc(OC)c(OC)c5)no4)c3CO2)cc1 (centres undefined),-12%
Cc1ccc(C(=O)NC(C(=O)N2CCCC2)C2CCN(C(=O)CCc3ccccc3)CC2)cc1 (centres undefined),8%
COCCOCC1(CNC(=O)c2cccnc2)C[C@@H](O)[C@@H](O)C1 (some centres undefined),-17%[86.2 µM]
Cc1ccc(CNC(=O)c2ccc3c(c2)nc2n3CCOC2)cc1,-3%
COC(=O)c1cccc(NC(=O)N2CCc3[nH]cnc3C2c2ccc(F)c(Cl)c2)c1 (centres undefined),-17%
O=C(c1ccccc1F)N1CCCC(c2nn[nH]n2)C1 (centres undefined),-4%
O=C(c1ccc(F)cc1)N1CCC2(COc3ccncc3[S+](=O)([O-])N2)C1 (centres undefined),17%[115 µM]

# Further entries:
SMILES,KDM5B inh
CCOC(=O)c1ccc(Oc2coc3cc(OCC=C(C)C)ccc3c2=O)cc1,20%
CN(Cc1ccccc1)c1nc2c(c(=O)n(Cc3ccccc3Cl)c(=O)n2C)n1C,9%
Cc1oc(-c2ccccc2)nc1CC(=O)Nc1ccc(S(=O)(=O)N(C)C(C)C)cc1,-17%
Cc1ccc2occ(-c3cc(-c4ccc(Cl)cc4)nc4c3COc3ccccc3-4)c(=O)c2c1,-6%
N#CC1(NC(=O)CSc2ccccn2)CCCCCC1,1%
Cc1nn(-c2ccccc2)c(C)c1CN1CCCC12Cc1ccccc1CNC2=O (centres undefined),31%[activator][115 µM]
COCCn1c(C)cnc1CCNC(=O)Cn1nc(C(F)(F)F)cc1C,-5%
COc1cccc(-c2ccc(C(=O)O)cc2)c1,112µM*
O=S(=O)(Cc1cccc(F)c1)c1ccc2ccccc2c1,11%
Cc1nc(-c2c3n(c(=O)n(CC(=O)Nc4ccccc4)c2=O)CCCC3)no1,-15%
Cc1onc(-c2ccccc2)c1-c1ccnc(N)n1,-21%
Cc1c(C(=O)NCCN(C)C)oc2c1-c1nn(Cc3cccc(Cl)c3)cc1CC2,?
Cc1ccc(-c2nnc3ccc(N(C)c4cccc(C)c4)nn23)nc1,6%[86.2 µM]
Fc1ccc(N2CCN(Cc3ncc(-c4ccccc4)o3)CC2)cc1,0%
COc1ccc(OC)c(S(=O)(=O)NC(C)c2ccc(-n3ccnc3)cc2)c1 (centres undefined),35%
COc1cc(OC)c(NC(=O)NCCn2nnc3cc(S(=O)(=O)N(C)C)ccc32)cc1Cl,-2%
O=C(NCCc1ccccn1)C1CC(=O)N(c2n[nH]c3ccccc23)C1 (centres undefined),-14%
CCC(=O)N1CCCC(Cc2ncc(C)n2C(C)C)C1 (centres undefined),-2%
CCNC(=O)N1C[C@@H](Oc2ccccc2)C[C@@H]1C(=O)NCCOC,11%

# This is a subset; the hit share may differ from the screen's.
